# Diaph inh CS – inhibits diaphorase or chemically oxidizes, flagging diaphorase assay artifacts. inhibition, % at 20 µM. 190,000 tested, 0.69% active. diaphorase resazurin-to-resorufin fluorescence, NADH, 16 min; bacterial (C. kluyveri) enzyme, not human. AID 1217;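 active = primary screen inhibition at 20 µM above a set limit, cut at about 50% in these data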;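 also: plate controls were DMSO with full reaction for no effect and wells lacking NADH for full effect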
#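 Test system: diaphorase enzyme from Clostridium kluyveri; amount: diaphorase at 0.14 U/mL in enzyme working solution; detection: fluorescence of resorufin formed from resazurin, Ex 544/Em 590 nm; times: reaction incubation of 16 min at room temperature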
# FLuc stim CS – firefly luciferase counter-screen for stimulation assays; P08659; ATPlite luciferase biochemical, luminescence, 10 min; 0 = ATP-free wells, 1 = DMSO control; activation factor at 10 µM; 200,000 tested, under 10 active; AID 1027;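 active = luciferase activation factor, scaled between plate controls, of at least 2 with compound at 10 µM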
# Target sequence (P08659 whole entry, looked up): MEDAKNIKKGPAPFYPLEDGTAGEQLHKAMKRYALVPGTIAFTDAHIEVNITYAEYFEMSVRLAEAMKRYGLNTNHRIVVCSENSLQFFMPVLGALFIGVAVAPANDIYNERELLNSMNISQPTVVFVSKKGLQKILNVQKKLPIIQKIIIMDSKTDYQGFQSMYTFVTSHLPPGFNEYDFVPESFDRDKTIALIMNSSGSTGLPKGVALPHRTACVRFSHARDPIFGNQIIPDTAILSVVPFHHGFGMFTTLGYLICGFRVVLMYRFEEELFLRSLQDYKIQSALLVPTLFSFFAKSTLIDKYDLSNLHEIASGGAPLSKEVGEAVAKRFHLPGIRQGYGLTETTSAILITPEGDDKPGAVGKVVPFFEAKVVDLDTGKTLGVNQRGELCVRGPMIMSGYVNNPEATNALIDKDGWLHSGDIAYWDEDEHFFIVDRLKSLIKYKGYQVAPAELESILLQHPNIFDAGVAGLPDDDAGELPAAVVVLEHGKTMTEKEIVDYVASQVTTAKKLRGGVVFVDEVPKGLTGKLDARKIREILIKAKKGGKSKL
#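 System: cell-free luciferase reagent; medium: PBS as buffer for the ATP substrate; doses: test compounds dosed from 2 mM stocks in 100% DMSO; incubation: 10 min, room temperature; measured by: luminescence from luciferase reaction; read-out: luciferase activation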
# TNAP inh noacc – inhibitors of human TNAP without phosphate acceptor | purified TNAP, CDP-star luminescence, 30 min | inhibition, % at 20 µM | 200,000 tested, 0.26% active | AID 1012;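 active = tissue-nonspecific alkaline phosphatase inhibition above about 50% at 20 µM in the single-dose screen, limit read from the data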;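 also: 0% = DMSO negative control and 100% = EDTA positive control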
# HMGR II inh – blocks class II HMG-CoA reductase of Enterococcus faecalis | purified E. faecalis HMGR, NADPH absorbance 340 nm kinetic | inhibition, % at 10 µM | 190,000 tested, 0.41% active;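 active = inhibition above a set limit, the median over all tested compounds plus 3 SD, cut at about 9.5% in these data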;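 also: enzyme runs in reverse so mevalonate oxidation gives rising NADPH absorbance; 0% = complete reaction with DMSO and 100% = background rate lacking mevalonate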
# Diaphorase act – counter-screen for diaphorase-based assays: diaphorase activators and chemical reducers; Diaphorase/resazurin coupled assay, resorufin fluorescence, 16 min; active compounds read high; 1 = vehicle wells, 0 = NADH-free wells; activation factor at 20 µM; 190,000 tested, 0.005% active;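 active = diaphorase activity raised at least twofold by the compound at 20 µM; inactive = activation factor below 2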
#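 Material: purified diaphorase enzyme from Clostridium kluyveri / Medium: HEPES pH 7.4 buffer with MgCl2 and Tween 20 / Schedule: enzyme reaction of 16 min at room temperature / Measured by: resorufin fluorescence, excitation 544 nm, emission 590 nm / Evaluation: rise in resorufin formation, marking diaphorase activation or chemical reduction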
# PMI act – increases human mannose-6-phosphate isomerase activity; purified human PMI, coupled resazurin fluorescence, 20 min; active compounds read high; 1 = vehicle control, 0 substrate-free wells; activation factor at 20 µM; 190,000 tested, 0.005% active;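 active = activation factor of 2 or more at 20 µM, relative to plate controls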
# Target sequence (P34949 whole entry, looked up): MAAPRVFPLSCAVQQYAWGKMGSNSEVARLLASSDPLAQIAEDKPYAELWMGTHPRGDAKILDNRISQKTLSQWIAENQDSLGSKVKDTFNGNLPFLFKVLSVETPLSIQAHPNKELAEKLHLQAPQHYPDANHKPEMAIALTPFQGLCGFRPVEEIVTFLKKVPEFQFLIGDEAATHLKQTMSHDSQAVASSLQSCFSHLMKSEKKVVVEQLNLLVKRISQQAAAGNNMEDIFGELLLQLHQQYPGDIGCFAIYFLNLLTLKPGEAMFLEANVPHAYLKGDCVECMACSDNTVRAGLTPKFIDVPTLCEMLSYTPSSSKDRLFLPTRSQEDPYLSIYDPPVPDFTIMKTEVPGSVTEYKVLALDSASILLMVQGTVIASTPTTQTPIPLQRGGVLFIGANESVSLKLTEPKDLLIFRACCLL
# PMI act hi M6P – activators of human phosphomannose isomerase at near-saturating mannose 6-phosphate; P34949; coupled PMI enzyme assay, resazurin fluorescence, 20 min; active compounds read high; 1 = untreated enzyme, 0 = substrate-free blank; activation factor at 20 µM; 190,000 tested, 0.34% active; AID 1216;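 active = activation factor of 2 or more at 20 µM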
#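 Test system: human phosphomannose isomerase with PGI, G6PDH, diaphorase coupling enzymes; Amount: PMI at 15 ng/mL final; Reagent: Mannose-6-phosphate 1.0 mM (near-saturating) plus 0.22 mM NADP+; Timing: 20 min, room temperature; Technique: resorufin fluorescence at Ex 544/Em 590 nm; Dosing: 20 µM single dose.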
# G6PDH CS – counter-screen for G6PDH assay hits: L. mesenteroides G6PDH inhibition; Purified L. mesenteroides G6PDH, diaphorase/resazurin coupled fluorescence, 45 min; AID 1020; 200,000 tested, 0.12% active; inhibition, % at 5 µM; in the data active = inhibition above about 50%
# TNAP inh hiacc – blocks human TNAP under high phosphate acceptor concentration; 200,000 tested, 0.03% active; purified TNAP, CDP-star luminescence, 1 M DEA; AID 1135; inhibition, % at 20 µM;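 active = over 50% inhibition of tissue-nonspecific alkaline phosphatase at 20 µM in the single-dose screen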;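 also: plate controls were DMSO wells for no effect and EDTA-quenched wells as full inhibition for full effect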
# TNAP act hi DEA – activators of human TNAP at high phosphate acceptor concentration; purified TNAP, CDP-star luminescence, 1 M DEA, 30 min; active compounds read high; 0 = EDTA background, 1 = DMSO-only activity; 200,000 tested, under 10 active; activation factor at 20 µM; P05186;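 active = activation factor at least 2 at 20 µM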
#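 Assay system: human TNAP; Input: enzyme diluted 1/800 final; Reagent: CDP-star luminogenic substrate at 100 µM final; Timing: 30 min, room temperature; Signal: luminescence; Evaluation: TNAP activation factor scaled between EDTA and DMSO control wells.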
# An asterisk follows results filed as active; x = not tested or not shown.
SMILES,Diaph inh CS,FLuc stim CS,TNAP inh noacc,HMGR II inh,Diaphorase act,PMI act,PMI act hi M6P,G6PDH CS,TNAP inh hiacc,TNAP act hi DEA
O=C(Nc1ccc([N+](=O)[O-])cc1)N1CCCCC1,7,1,2,1,0.9,0.9,0.9,6,-2,1
O=C(CC1(C(F)(F)F)OCCO1)Nc1ccc2c(c1)OCO2,12,1.1,-9,2,0.9,1.1,1,16,-6,1.1
CCOc1ccc2oc(-c3ccccc3)c(C(=O)N3CCN(C)CC3)c2c1,12,1.1,-9,-3,0.9,1,1,-2,-5,1.1
Cc1ccc(Cn2c(Sc3nccc(C)n3)nc3c2c(=O)[nH]c(=O)n3C)cc1,4,1.1,4,-3,1,1.1,1,12,-7,1.1
Cc1[nH]c2ccccc2c1SCC(=O)N1CCC(C)CC1,18,1,-16,-7,0.8,0.9,0.9,2,-5,1.1
Cc1ccc(C(=O)Cn2c(C(=O)/C=C/c3ccccc3)nc3ccccc32)cc1,-8,1,5,-4,1.1,1.1,1.1,12,-1,1
COc1ccc(C(C)C)cc1S(=O)(=O)N1CCN(C)CC1,5,1.1,-19,-5,1,1.1,1.1,-2,-2,1
Cc1ccc(N(C(C)C(=O)Nc2ccccc2C(=O)N2CCOCC2)S(C)(=O)=O)cc1C (stereo not drawn),3,1,-12,1,1,1,1,7,-4,1
O=C(c1ccc(OC2CCN(CCc3ccccc3)CC2)cc1)N1CCCC(CO)C1 (stereo not drawn),8,1,-4,3,0.9,1,1.1,1,-3,1
COc1ccccc1NC(=O)C1CCCN(S(=O)(=O)c2cccc3nsnc23)C1 (stereo not drawn),29,1,-17,-9,0.7,0.9,1,1,-7,1.1
CCc1cccc(CC)c1NC(=O)CSc1nc2ccc(N3C(=O)C4C(C3=O)[C@H]3C=C[C@@H]4C3)cc2s1 (stereo partly drawn),23,1,1,-1,0.8,0.7,0.7,-1,0,1
COc1ccc(-c2cc(=O)c3ccccc3[nH]2)cc1,6,0.9,-6,0,0.9,1.3,1.3,15,2,1
CN1CCc2c(sc3c2c(=O)n(-c2ccccc2)c2nncn32)C1,9,1.1,-8,0,0.9,1,0.9,7,1,1
Cc1cc(C(=O)OCC(=O)c2cccs2)c2ccccc2n1,27,1,-1,-3,0.7,0.8,0.9,18,-3,1
CCc1ccc(NC(=O)C2C3/C=C\CCCCC32)cc1 (stereo not drawn),11,0.9,-1,0,0.9,1,0.9,7,2,1
COc1ccc(CCNC(=O)c2cccnc2)cc1OC,4,1.1,-9,-1,1,1.1,1,4,-4,1
CC1=NN(C(=O)CSCc2ccccc2)C(O)(c2ccc(Cl)cc2)C1 (stereo not drawn),17,1.1,-3,1,0.8,1,1,10,-6,1.1
CCCOc1ccc2oc(=O)c3c(c2c1)CCCN3C(=O)CN(C)Cc1ccccc1,20,1,-3,-7,0.8,0.9,0.9,4,-6,1.1
CCNC(=O)CC1C(=O)N(c2ccc(F)cc2)C(=O)N1CCc1ccc(OC)cc1 (stereo not drawn),7,1.1,1,-2,0.9,1.2,1,8,-5,1
N=C1SC(c2ccccc2)C(=O)N1c1ncc(Cc2ccccc2Cl)s1 (stereo not drawn),6,1,-50,3,0.9,1,1.1,-22,1,1
COc1ccccc1NC(=O)c1cnc2c(-c3ccccc3)c(C)nn2c1C,27,1,3,-4,0.7,0.8,0.9,17,2,1
COc1ccc(NC(=O)C2CCN(C(=O)c3cccs3)CC2)c(OC)c1,4,1.1,-8,1,1,0.9,1,4,-2,1
Cc1cc(-n2c(C)cc(C(=O)CSc3nnnn3-c3ccc(Cl)cc3)c2C)no1,21,1,-9,-8,0.8,1.1,1.2,0,-6,1.1
Cc1cc(C)c(NC(=O)C(C)Sc2nnc(-c3ccco3)n2-c2ccccc2)c(C)c1 (stereo not drawn),14,1.1,-16,-2,0.9,1,1,6,-11,1.1
CCC(=O)Oc1ccc(C(=O)Nc2cccc(C(=O)NC(C)(C)C)c2)cc1,2,0.7,-7,0,1,0.9,1,3,-3,1

# 13 of the compounds above, with two lines to a compound.
# Order of values: Diaph inh CS | FLuc stim CS | TNAP inh noacc | HMGR II inh | Diaphorase act | PMI act | PMI act hi M6P | G6PDH CS | TNAP inh hiacc | TNAP act hi DEA
O=C(Nc1ccc([N+](=O)[O-])cc1)N1CCCCC1
    7 | 1 | 2 | 1 | 0.9 | 0.9 | 0.9 | 6 | -2 | 1
O=C(CC1(C(F)(F)F)OCCO1)Nc1ccc2c(c1)OCO2
    12 | 1.1 | -9 | 2 | 0.9 | 1.1 | 1 | 16 | -6 | 1.1
CCOc1ccc2oc(-c3ccccc3)c(C(=O)N3CCN(C)CC3)c2c1
    12 | 1.1 | -9 | -3 | 0.9 | 1 | 1 | -2 | -5 | 1.1
Cc1ccc(Cn2c(Sc3nccc(C)n3)nc3c2c(=O)[nH]c(=O)n3C)cc1
    4 | 1.1 | 4 | -3 | 1 | 1.1 | 1 | 12 | -7 | 1.1
Cc1[nH]c2ccccc2c1SCC(=O)N1CCC(C)CC1
    18 | 1 | -16 | -7 | 0.8 | 0.9 | 0.9 | 2 | -5 | 1.1
Cc1ccc(C(=O)Cn2c(C(=O)/C=C/c3ccccc3)nc3ccccc32)cc1
    -8 | 1 | 5 | -4 | 1.1 | 1.1 | 1.1 | 12 | -1 | 1
COc1ccc(C(C)C)cc1S(=O)(=O)N1CCN(C)CC1
    5 | 1.1 | -19 | -5 | 1 | 1.1 | 1.1 | -2 | -2 | 1
Cc1ccc(N(C(C)C(=O)Nc2ccccc2C(=O)N2CCOCC2)S(C)(=O)=O)cc1C (stereo not drawn)
    3 | 1 | -12 | 1 | 1 | 1 | 1 | 7 | -4 | 1
O=C(c1ccc(OC2CCN(CCc3ccccc3)CC2)cc1)N1CCCC(CO)C1 (stereo not drawn)
    8 | 1 | -4 | 3 | 0.9 | 1 | 1.1 | 1 | -3 | 1
COc1ccccc1NC(=O)C1CCCN(S(=O)(=O)c2cccc3nsnc23)C1 (stereo not drawn)
    29 | 1 | -17 | -9 | 0.7 | 0.9 | 1 | 1 | -7 | 1.1
CCc1cccc(CC)c1NC(=O)CSc1nc2ccc(N3C(=O)C4C(C3=O)[C@H]3C=C[C@@H]4C3)cc2s1 (stereo partly drawn)
    23 | 1 | 1 | -1 | 0.8 | 0.7 | 0.7 | -1 | 0 | 1
COc1ccc(-c2cc(=O)c3ccccc3[nH]2)cc1
    6 | 0.9 | -6 | 0 | 0.9 | 1.3 | 1.3 | 15 | 2 | 1
CN1CCc2c(sc3c2c(=O)n(-c2ccccc2)c2nncn32)C1
    9 | 1.1 | -8 | 0 | 0.9 | 1 | 0.9 | 7 | 1 | 1

# Further structures follow:
SMILES,Diaph inh CS,FLuc stim CS,TNAP inh noacc,HMGR II inh,Diaphorase act,PMI act,PMI act hi M6P,G6PDH CS,TNAP inh hiacc,TNAP act hi DEA
O=C1CC(N2CCC(O)(c3ccc(Cl)cc3)CC2)C(=O)N1 (stereo not drawn),3,1.1,-9,-4,1,1,1.1,4,-2,1
COc1ccccc1OCC(=O)NNC(=S)NC(=O)c1ccco1,5,1,-6,2,1,1,1.1,0,-4,1
O=C(CC1NCCNC1=O)Nc1ccc(Oc2ccccc2)cc1 (stereo not drawn),-2,1,-13,-6,1,0.9,0.9,-3,-4,1
CCCCNC(=S)Nc1cc([N+](=O)[O-])ccc1C,18,1.1,-1,5,0.8,0.9,1,6,1,1
Cc1ccc2c(c1)C(=O)C(=O)N2CC(=O)OC(C)C,12,1.1,-4,-2,0.9,0.8,0.7,6,0,1
Cc1c(C(=O)NCc2ccc3c(c2)OCO3)oc2ccc(S(=O)(=O)N3CCCC3)cc12,18,1,-4,-7,0.8,0.8,0.8,-18,-5,1
O=C(c1cc(COc2ccc3ncccc3c2)on1)N1CCCCCC1,18,1,-7,-2,0.8,0.9,0.8,17,-6,1.1
CC(NC(=O)c1ccc(F)cc1)c1ccccc1 (stereo not drawn),-1,1,-11,-1,1,1,1.1,-2,-4,1
COc1cc(NC(=O)c2ccc(OC)c([N+](=O)[O-])c2)ccc1NC(=O)c1cccs1,15,1,-11,4,0.8,1,1,-1,-7,1.1
Cc1ccc(-c2nn(-c3ccccc3)cc2C(=O)NN2CCN(C)CC2)cc1,1,1,-3,0,1,1.2,1.1,0,-6,1.1
CCOC(=O)c1sc(NC(=O)COC(=O)c2ccco2)nc1C,8,1.1,2,-7,0.9,1,1.1,4,-5,1.1
CCN1CCN(CCOc2ccccc2-c2ccccc2)CC1,22,1,-8,-2,0.8,0.9,0.9,9,-7,1.1
COC(=O)CN(C(=S)Nc1ccc(F)cc1)C1CC(=O)N(c2ccc(OC)cc2)C1=O (stereo not drawn),12,1.1,-12,-2,0.9,1,1,-11,-4,1
NCc1ccc(S(N)(=O)=O)cc1,14,1,-6,-1,0.9,0.9,0.9,18,-1,1
CCC1CCc2c(sc(NC(=O)CSc3nc(-c4ccco4)cc(C(F)(F)F)n3)c2C#N)C1 (stereo not drawn),15,1,-19,-4,0.9,0.9,0.9,2,-2,1
CCOc1cc(CNCC(O)c2ccccc2)cc(Cl)c1OC (stereo not drawn),4,1.1,-7,-6,1,1.1,1.1,7,-5,1
O=C(Oc1ccc(Nc2ncnc3ccccc23)cc1)c1cccnc1,10,1,-15,0,0.9,1.1,1.1,-3,-3,1
COc1cc(N)c(Cl)cc1NC(=O)c1ccccc1,13,1,-8,-4,0.9,1,0.9,5,-4,1
COCCn1c(Cc2ccccc2)nnc1SCC(=O)NC(C)(C)C,7,1,-13,-2,0.9,1,1,2,-4,1
Cc1nc2c(cnn2-c2ccccc2Cl)c(=O)n1-c1ccc(C(C)C)cc1,22,1,-21,5,0.8,0.9,0.9,3,-6,1.1
N#Cc1c(N)nc2c(c1-c1ccc3c(c1)OCO3)CCc1ccccc1-2,22,1,-12,2,0.8,0.7,0.8,-15,-1,1
COCCCNc1nc2c(c(=O)n(C)c(=O)n2C)n1Cc1cccc(OC)c1,-9,1.1,-7,1,1.1,1.1,1.1,2,0,1
C(=N\n1cnnc1)/c1ccccc1OCCOc1ccccc1,17,1.1,-8,0,0.8,1,0.9,8,-7,1.1
COC(=O)C(NC(=O)c1ccccc1C)(Nc1ncc(S(=O)(=O)c2ccc([N+](=O)[O-])cc2)s1)C(F)(F)F (stereo not drawn),23,1,-1,1,0.8,0.8,0.9,11,3,1
O=C(NCc1ccccn1)C(=O)Nc1ccccc1,x,0.9,-6,-3,x,x,x,4,-2,1
O=C(NC(Cc1c[nH]c2ccccc12)C(=O)O)/C(=C/c1ccco1)NC(=O)c1ccccc1 (stereo not drawn),8,1,-2,-3,0.9,1.2,0.9,2,0,1

# Bioassay records from PubChem BioAssay.
